NadD inh = blocks S. aureus nicotinate mononucleotide adenylyltransferase; AID 602399; inhibition, % at 20 µM; purified NadD enzyme, colorimetric absorbance read-out; 360,000 compounds, 0.78% hits; in the data active = inhibition above about 26%; note: some compounds past the cut are filed as inactive
Scp1 inh = blocks human Scp-1 phosphatase activity. inhibition, % at 20 µM. Recombinant Scp1, phosphopeptide, malachite green phosphate absorbance. 340,000 compounds, 0.88% hits;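 active = inhibition above about 50% at 20 µM, limit read from the data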;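 note: plate controls were DMSO wells with enzyme for no effect and wells lacking enzyme for full effect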
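Material – SCP-1 phosphatase catalytic domain, residues 76-261 · Buffer or medium – Acidic Tris acetate buffer with magnesium and detergent · Also added – Phospho 17-mer peptide substrate · Compound – single 20 µM dose, 1% DMSO · Times – 45 min room-temperature reaction, 5 min colour, 30 min stabiliser · Technique – Phosphate-binding colour reagent, absorbance read at 630 nm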
Rpn11 block = Rpn11 (human) deubiquitinase inhibition. human 26S proteasome, Ub4-pepOG fluorescence polarization; 20S core pre-blocked with epoxomicin. 360,000 compounds, 0.59% hits. O00487. calls only at 20 µM;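 active = inhibition at 20 µM, scaled to each plate's controls, above about 33%, limit read from the data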
Target sequence (O00487 whole entry, looked up): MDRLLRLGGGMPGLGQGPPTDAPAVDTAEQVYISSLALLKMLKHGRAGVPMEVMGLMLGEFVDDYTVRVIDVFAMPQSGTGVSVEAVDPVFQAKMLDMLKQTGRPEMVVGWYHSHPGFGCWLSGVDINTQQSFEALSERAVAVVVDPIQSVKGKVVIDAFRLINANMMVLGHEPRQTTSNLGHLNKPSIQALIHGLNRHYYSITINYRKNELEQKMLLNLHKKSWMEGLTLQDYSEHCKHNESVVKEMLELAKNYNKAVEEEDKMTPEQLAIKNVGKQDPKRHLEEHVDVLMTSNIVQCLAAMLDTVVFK
SUMO1 PPI mod = modulators of human SUMO1-mediated protein-protein interactions; SUMO1 binding to a labelled peptide, TR-FRET, 1 h; inhibition, % at 20 µM; 360,000 compounds, 0.33% hits; AID 602429; in the data active = inhibition above about 37%
CSN inh = blocks human CSN-mediated cullin deneddylation | 360,000 compounds, 0.38% hits | Purified CSN, SCF-Nedd8-OG deneddylation, fluorescence polarization | Q92905 | inhibition, % at 12.5 µM;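 active = pattern-corrected inhibition above about 35%, with an unprinted fluorescence ratio check between 0.5 and 1.5, limit read from the data, passing the limit was not always enough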;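 note: 0% = enzyme with substrate and 100% = substrate without enzyme; some results filed as inactive read as strong as hits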
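test system = HEK293T-derived human Csn5 enzyme | amount = 0.24 nM Csn5 enzyme, final concentration | medium = Tris/NaCl/DTT buffer, pH 7.5 | schedule = 90 min reaction at room temperature | signal = FP | evaluation = inhibition of Csn5 cleavage, % | compound dosing = single dose of 12.5 µM compound with 0.25% DMSO | probe or stimulus = 10 nM SCFSkp2-Nedd8OG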
STEP block = STEP (human) phosphatase inhibition; recombinant STEP, OMFP fluorogenic substrate, fluorescence; inhibition, % at 20 µM; 360,000 compounds, 0.25% hits; AID 588621;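 active = inhibition at 20 µM, scaled per plate between control wells, above about 37%, limit read from the data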;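 note: 0% = DMSO with enzyme and substrate and 100% = substrate only without enzyme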
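medium = Bis-Tris buffer pH 6.0, 2.5 mM DTT, 0.005% Tween 20 | test system = STEP (striatal-enriched tyrosine phosphatase) enzyme, cell-free | measure = normalized % inhibition | compound dosing = 20 µM, 1% DMSO | also added = 25 µM OMFP | schedule = reaction 20 min, ambient temperature | measured by = fluorescence read at 480 nm ex / 540 nm em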
Rin1 Abl inh = human Rin1-Abl interaction inhibition; TR-FRET Rin1/Abl binding, biochemical; AID 588664; inhibition, % at 7.35 µM; 360,000 compounds, 0.4% hits; P00519+Q13671; in the data active = inhibition above about 5%, passing the limit was not always enough
LMPTP inh = blocks human LMPTP phosphatase. recombinant LMPTP-A, OMFP fluorogenic substrate, fluorescence intensity. inhibition, % at 20 µM. 360,000 compounds, 0.22% hits. AID 651560;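 active = compounds that cut the enzyme signal by at least half of the control window in the single-dose screen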;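 note: plate controls were DMSO wells with enzyme plus substrate for no effect and substrate without enzyme for full effect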
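Material: LMPTP-A; amount: 0.625 nM enzyme; doses: single 20 µM dose; times: reaction 50 min, room temperature, dark; technique: fluorescence intensity of OMFP turnover product; benchmarks: no-enzyme and uninhibited controls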
Neddyl block = inhibitors of human cullin neddylation; 360,000 compounds, 0.58% hits; P61081+Q13564; TR-FRET cullin neddylation, biochemical; calls only at 25 µM; in the data active = inhibition above about 36%
Target sequence (P61081 whole entry, looked up): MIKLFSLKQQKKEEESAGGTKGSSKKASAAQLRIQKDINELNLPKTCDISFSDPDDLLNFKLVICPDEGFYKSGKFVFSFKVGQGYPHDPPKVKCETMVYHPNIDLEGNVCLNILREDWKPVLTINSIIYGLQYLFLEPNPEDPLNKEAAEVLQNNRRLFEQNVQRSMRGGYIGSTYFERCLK
Target sequence (Q13564 whole entry, looked up): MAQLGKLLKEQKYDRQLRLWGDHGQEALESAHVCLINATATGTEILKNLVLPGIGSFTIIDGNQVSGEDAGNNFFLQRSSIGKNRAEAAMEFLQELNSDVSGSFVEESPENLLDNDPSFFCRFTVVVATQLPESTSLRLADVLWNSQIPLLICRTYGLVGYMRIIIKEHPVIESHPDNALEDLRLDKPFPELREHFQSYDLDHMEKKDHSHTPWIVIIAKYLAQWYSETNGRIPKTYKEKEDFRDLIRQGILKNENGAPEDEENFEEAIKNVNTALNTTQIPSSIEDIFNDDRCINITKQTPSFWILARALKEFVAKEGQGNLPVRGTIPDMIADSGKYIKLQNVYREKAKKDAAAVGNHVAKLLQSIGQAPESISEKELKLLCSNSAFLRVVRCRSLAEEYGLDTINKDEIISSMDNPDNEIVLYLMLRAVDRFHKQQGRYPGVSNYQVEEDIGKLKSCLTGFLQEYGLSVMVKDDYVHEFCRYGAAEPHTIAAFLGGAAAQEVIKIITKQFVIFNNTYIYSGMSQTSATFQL
DNMT1 block = blocks human DNA methyltransferase DNMT1 | P26358 | DNMT1 molecular beacon, Hinp1I cleavage, fluorescence | inhibition (reported as % activation of signal), % at 10 µM | 360,000 compounds, 0.83% hits; in the data active = inhibition above about 50%
* marks the source's active call; other numbers are inactive results; i = inactive; / = no result given; + = active, no number; & = joins results of further samples.

Keys: A = NadD inh; B = Scp1 inh; C = Rpn11 block; D = SUMO1 PPI mod; E = CSN inh; F = STEP block; G = Rin1 Abl inh; H = LMPTP inh; I = Neddyl block; J = DNMT1 block
> CCOC(=O)C1C(=O)CC(C)(O)C(C(=O)OCC)C1c1cccs1 (centres undefined)
  A = 0; B = 10; C = i; D = -3; E = 2; F = -3; G = -2; H = -1.8; I = i; J = -2
> CCN(c1ccccc1)S(=O)(=O)c1cc(C(=O)NCC(c2ccc(OC)cc2)N(C)C)ccc1C (centres undefined)
  A = -3; B = -8; C = i; D = -3; E = 1; F = -1; G = 0; H = -0.2; I = i; J = -8
> O=C(c1cc(S(=O)(=O)N2CCOCC2)ccc1Cl)N1CCN(c2ccccn2)CC1
  A = -7; B = -1; C = i; D = -3; E = -3; F = 0; G = 5; H = -0.5; I = i; J = -3
> COc1cc(Cl)ccc1OC1(C)CCN(Cc2ccccc2OC(F)F)C1 (centres undefined)
  A = -3; B = /; C = i; D = 2; E = -1; F = 0; G = 4; H = 0.3; I = i; J = 8
> CN(C)/C=C1\SC(=S)N(c2ccc(Br)cc2)C1=O
  A = 6; B = -4; C = /; D = -24; E = 32; F = 2; G = 0; H = 0.0; I = i; J = -6
> O=C(NCCCN=C1NS(=O)(=O)c2ccccc21)c1ccccc1Cl
  A = -7; B = -9; C = i; D = 1; E = 2; F = -2; G = 3; H = -0.2; I = i; J = 1
> CC(=O)Nc1ccc(SCC(=O)c2cc(C)n(Cc3cccs3)c2C)cc1
  A = -15; B = -10; C = i; D = 0; E = -1; F = -1; G = -2; H = -0.4; I = i; J = -9
> O=C(CCCOc1ccccc1)Nc1ccccc1C(F)(F)F
  A = 1; B = -7; C = i; D = 15; E = -3; F = 0; G = -2; H = -2.0; I = i; J = -1
> Cc1cc(C)cc(-n2nnn(C3C/C(=N/NC(N)=S)C4OCC3O4)c2=S)c1 (centres undefined)
  A = 5; B = -12; C = i; D = -1; E = -1; F = -2; G = 2; H = -0.8; I = i; J = -2
> COc1ccc2[nH]c(=O)c(C(c3nnnn3C(C)(C)C)N(Cc3ccco3)CC3CCCO3)cc2c1 (centres undefined)
  A = 0; B = 0; C = i; D = -1; E = 2; F = 3; G = -1; H = -2.0; I = /; J = 0

Overlap with the part before: 3 entries; new compounds follow.
Keys: A = NadD inh; B = Scp1 inh; C = Rpn11 block; D = SUMO1 PPI mod; E = CSN inh; F = STEP block; G = Rin1 Abl inh; H = LMPTP inh; I = Neddyl block; J = DNMT1 block
> O=C(CCCOc1ccccc1)Nc1ccccc1C(F)(F)F
  A = 1; B = -7; C = i; D = 15; E = -3; F = 0; G = -2; H = -2.0; I = i; J = -1
> Cc1cc(C)cc(-n2nnn(C3C/C(=N/NC(N)=S)C4OCC3O4)c2=S)c1 (centres undefined)
  A = 5; B = -12; C = i; D = -1; E = -1; F = -2; G = 2; H = -0.8; I = i; J = -2
> COc1ccc2[nH]c(=O)c(C(c3nnnn3C(C)(C)C)N(Cc3ccco3)CC3CCCO3)cc2c1 (centres undefined)
  A = 0; B = 0; C = i; D = -1; E = 2; F = 3; G = -1; H = -2.0; I = /; J = 0
> CCN(CC)CCNC(=O)C1(O)c2cc(Br)ccc2NC(=O)N1c1ccc(Cl)cc1 (centres undefined)
  A = -5; B = 18; C = i; D = 3; E = 3; F = 0; G = 2; H = -2.9; I = i; J = 0
> Cc1csc(NC(=O)CSc2nnc(NC(=O)COc3ccc(Cl)cc3)s2)n1
  A = 35*; B = -6; C = i; D = 5; E = 1; F = -1; G = 4; H = 15; I = i; J = 36
> CN(CC(=O)Nc1ccc(Cl)c(S(=O)(=O)N2CCOCC2)c1)C(=O)c1ccc(C#N)cc1
  A = -5; B = -7; C = i; D = 4; E = -3; F = -3; G = 4; H = -0.7; I = i; J = -1
> Cc1sc(NC(=O)c2ccco2)c(C(c2cccnc2)N2CCN(CCO)CC2)c1C (centres undefined)
  A = -5; B = 2; C = i; D = 2; E = -2; F = 0; G = 6; H = -1.2; I = i; J = 2
> Cc1cccc(C)c1NC(=O)C(C)N1CCCCC1 (centres undefined)
  A = -2; B = -6; C = i; D = -4; E = -4; F = -1; G = 0; H = -1.5; I = i; J = 2
> CC(=O)Nc1ccc(N2C(=O)C3C4C=CC(CC4)C3C2=O)cc1 (centres undefined)
  A = -2; B = -7; C = i; D = 20; E = -1; F = -2; G = 2; H = -1.0; I = i; J = 0
> CN(C)c1ccc(C(O)Cc2nc3ccccc3n2C)cc1 (centres undefined)
  A = -8; B = -4; C = i; D = 7; E = -1; F = 1; G = -12; H = -1.0; I = i; J = 0
> O=C(NCc1ccco1)c1cccc(-c2nnc(-c3ccccc3)o2)c1
  A = 0; B = -4; C = i; D = 2; E = -4; F = 8; G = 1; H = 0.7; I = i; J = -1
> CCOC(=O)c1c(C)[nH]c(C(=O)N/N=C\c2ccccc2O)c1C
  A = -3; B = -10; C = i; D = 1; E = -2; F = 1; G = -2; H = -0.5; I = i; J = -3
> CCOC(=O)C1=C[C@@H](C(C)(C)C)N(S(=O)(=O)c2ccc(C)cc2)[C@H]1c1ccc(C#N)cc1
  A = -6; B = /; C = i; D = 4; E = -4; F = 1; G = 1; H = 2.1; I = i; J = -5
> COc1ccc(NC(=O)CC2COc3ccccc3O2)c(OC)c1 (centres undefined)
  A = -6; B = -10; C = i; D = 11; E = -3; F = 8; G = -1; H = -0.6; I = i; J = -7
> Cn1ccc2c(-c3ccc4c(c3)OCCO4)cc3c(c21)C1CCC3C1 (centres undefined)
  A = 16; B = /; C = i; D = -22; E = 117*; F = 2; G = -7; H = 1.6; I = i; J = -5
> O=C(Nc1ccnc(=O)[nH]1)c1sc2ccccc2c1Cl
  A = -5; B = 98*; C = +; D = -16; E = 8; F = 6; G = -12; H = 9.0; I = i; J = 1
> COc1ccccc1CCNC(=O)C1(C)CC1(Cl)Cl (centres undefined)
  A = 2; B = -9; C = i; D = -2; E = -3; F = 1; G = 0; H = -0.7; I = i; J = -2
> CCCCNC(=S)NNC(=O)c1csc(C)c1CC
  A = 5; B = -1; C = i; D = -4; E = -7; F = 1; G = -1; H = -3.0; I = i; J = 1
> S=C(Nc1ccc(Nc2ccccc2)cc1)Nc1ccccn1
  A = 1; B = -1; C = i; D = -1; E = -6; F = 2; G = 0; H = 2.9; I = i; J = -15
> COc1cc(CNCCO)ccc1OC1CCCC1
  A = 0; B = -2; C = i; D = 3; E = 1; F = 3; G = 4; H = 1.2; I = i; J = 3
> Cc1ccc(-n2nnnc2CCl)cc1
  A = -5; B = -4; C = i; D = -2; E = 3; F = 0; G = 0; H = -2.3; I = i; J = 2
> COC(=O)C(NNc1ccccc1)(NC(=O)c1ccccc1F)C(F)(F)F (centres undefined)
  A = 5; B = 4; C = i; D = 4; E = 3; F = -3; G = -1; H = 0.1; I = i; J = -4
> NCCCC[C@H](N[C@@H](CCc1ccccc1)C(=O)O)C(=O)N1CCC[C@H]1C(=O)O
  A = 0&-1; B = -6&-5; C = i; D = 4&-1; E = 2&1; F = 0&-1; G = -3&2; H = -2.4&-2.3; I = i; J = 4&0
> C[C@H](CO)N1C[C@H](C)[C@@H](CN(C)Cc2ccc3c(c2)OCO3)Oc2c(NS(C)(=O)=O)cccc2C1=O
  A = 1; B = -4; C = i; D = 4; E = 0; F = 2; G = -2; H = -1.3; I = i; J = 6
> CC(C)N1CCN(c2ccncc2S(=O)(=O)N2CCN(C)CC2)CC1
  A = -5; B = /; C = i; D = -1; E = -2; F = -1; G = 0; H = -3.7; I = i; J = 6
> COc1ccc(S(=O)(=O)CCC(=O)O)cc1
  A = -2; B = -7; C = i; D = 6; E = -2; F = -4; G = -3; H = -1.4; I = i; J = 4
> CCCCC(=O)Nc1cnc(NC(=O)c2cccs2)cc1C
  A = -3; B = -8; C = i; D = 1; E = -2; F = -3; G = -1; H = 0.5; I = i; J = -2
> CCOC(=O)[C@]12CCC=C1N(Cc1ccc3c(c1)OCO3)C(=O)[C@H](CC(=O)NCc1ccccc1)C2
  A = 3; B = /; C = /; D = -3; E = -6; F = /; G = /; H = -0.6; I = i; J = /
> CC1CN(S(=O)(=O)c2cccc(C(=O)N(C)C3CCCCC3)c2)CC(C)O1 (centres undefined)
  A = 1; B = /; C = i; D = 2; E = -1; F = 0; G = -2; H = -2.7; I = i; J = 1
> CN(Cc1nc2ccccc2c(=O)[nH]1)C(=O)c1cccc(S(=O)(=O)N2CCCCCC2)c1
  A = -5; B = -1; C = i; D = -1; E = -3; F = 2; G = 2; H = -1.1; I = i; J = -1
> COc1ccc(NC(=O)C2C3C=CC(C3)C2C(=O)NCc2ccco2)cc1 (centres undefined)
  A = -7; B = -7; C = i; D = -2; E = 2; F = 2; G = 0; H = -1.7; I = i; J = 0
> O=C(NCCOc1ccccc1F)c1cc(F)c(F)cc1Cl
  A = -6; B = -7; C = i; D = -3; E = -8; F = 2; G = 1; H = 0.7; I = i; J = 4
> COc1ccc(Cn2nnnc2C(c2cccs2)N2CCCCCC2)cc1 (centres undefined)
  A = -7; B = -9; C = i; D = -4; E = -2; F = 0; G = 3; H = 1.6; I = i; J = -4
> CCN(CC(=O)NCc1ccc(F)cc1)Cc1nc2cc(Cl)ccc2c(=O)[nH]1
  A = -8; B = 8; C = i; D = -1; E = 3; F = 0; G = 2; H = -1.9; I = i; J = -1
> O=C(NCCCN1CCOCC1)c1ccc2c(c1)N(Cc1cccc(Cl)c1)C(=O)CS2
  A = -11; B = -4; C = i; D = 13; E = -1; F = -2; G = 3; H = -0.6; I = i; J = -3
> O=C(NCCCCc1ccccc1)C1CC(c2ccccc2C(F)(F)F)=NO1 (centres undefined)
  A = -4; B = -5; C = i; D = 0; E = 1; F = 0; G = 2; H = 0.7; I = i; J = -2
> COc1ccccc1C(=O)Nc1ccccc1C(=O)Nc1ccccc1
  A = -15; B = -14; C = i; D = 1; E = 6; F = -1; G = -2; H = 1.0; I = i; J = 2
> CCOC(=O)/C=C1/N(C)c2ccccc2C1(C)C
  A = -1; B = 0; C = i; D = -1; E = 5; F = -3; G = -2; H = 1.3; I = i; J = 2
> Cn1c(CSc2ncccn2)nnc1SCC(=O)N1CCCCC1
  A = -7; B = -3; C = i; D = -7; E = -5; F = -4; G = -3; H = -2.1; I = i; J = 2
> COc1cc2c(cc1OC)C1=NC(=O)CN1C(SCc1ccccc1C)=N2
  A = 0; B = 31; C = i; D = 8; E = 1; F = 6; G = -16; H = 2.8; I = i; J = -5

Screening data: PubChem BioAssay, several laboratories
